Screens deposited in PubChem by several laboratories.
TRPC6 inhibitor = inhibitors of mouse TRPC6 channel | actives 1.1% (n = 310,000) | Q61143 | B-score at 10 µM | HEK293-TRPC6, membrane potential dye, ACh-evoked depolarization; hits give low values | AID 2553;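 active = B-score under library mean minus 3 SD, initial fluorescence not abnormally high, positive integrated signal ratio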;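 note: B-score derived from integrated fluorescence ratio over the kinetic read; more negative B-score means stronger inhibition of depolarization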
MrgX1 PAM = allosterically activates human MrgX1 receptor signaling; Q96LB2; MrgX1-HEK293, Fluo-4 calcium flux, FDSS; hits give high values; B-score at 10 µM; actives 0.63% (n = 310,000);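 active = plate-corrected calcium response at least 3 library SD above typical, normal starting fluorescence, not activating the receptor alone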;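 note: compound read alongside a low EC10 to EC30 dose of BAM8-22 agonist; peak minus trough fluorescence over baseline measured at the second addition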
MrgX1 antagonist = antagonists of human MrgX1 receptor. Q96LB2. MRGX1-HEK293 calcium flux, Fluo-4, BAM8-22 antagonism; hits give low values. B-score at 10 µM. actives 1.3% (n = 310,000). AID 588676;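 active = calcium-response B-score plate-corrected more than 3 library SD below zero, starting fluorescence within 5 deviations, no agonist response on first addition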;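 note: peak minus trough fluorescence over baseline after final BAM8-22 challenge near maximal dose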
ANO1 block = mouse TMEM16A channel inhibition, primary screen | Q8BHY3 | HEK293 TMEM16A/YFP iodide influx fluorescence, ionomycin | normalized B-score (activity score, 25-100; higher = stronger inhibition) at 10 µM | actives 1.2% (n = 310,000);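 active = ratio plate-corrected score three or more library SD toward inhibition, starting fluorescence score within five deviations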;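 note: score derived from kinetic fluorescence span divided by baseline fluorescence per well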
TRPC4 potent = allosteric potentiators of mouse TRPC4 channel; Q9QUQ5; HEK293 TRPC4beta/mu-opioid, DAMGO EC20, Fluo-4 Ca2+ flux; hits give high values; B-score at 10 µM; actives 0.42% (n = 310,000); AID 2227;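 active = B-score of calcium response area above 5 SD of library B-scores, with initial fluorescence ratio within 5 SD of library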;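 note: B-score of integrated fluorescence ratio over time as area under calcium response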
Target sequence (Q9QUQ5 whole entry, looked up): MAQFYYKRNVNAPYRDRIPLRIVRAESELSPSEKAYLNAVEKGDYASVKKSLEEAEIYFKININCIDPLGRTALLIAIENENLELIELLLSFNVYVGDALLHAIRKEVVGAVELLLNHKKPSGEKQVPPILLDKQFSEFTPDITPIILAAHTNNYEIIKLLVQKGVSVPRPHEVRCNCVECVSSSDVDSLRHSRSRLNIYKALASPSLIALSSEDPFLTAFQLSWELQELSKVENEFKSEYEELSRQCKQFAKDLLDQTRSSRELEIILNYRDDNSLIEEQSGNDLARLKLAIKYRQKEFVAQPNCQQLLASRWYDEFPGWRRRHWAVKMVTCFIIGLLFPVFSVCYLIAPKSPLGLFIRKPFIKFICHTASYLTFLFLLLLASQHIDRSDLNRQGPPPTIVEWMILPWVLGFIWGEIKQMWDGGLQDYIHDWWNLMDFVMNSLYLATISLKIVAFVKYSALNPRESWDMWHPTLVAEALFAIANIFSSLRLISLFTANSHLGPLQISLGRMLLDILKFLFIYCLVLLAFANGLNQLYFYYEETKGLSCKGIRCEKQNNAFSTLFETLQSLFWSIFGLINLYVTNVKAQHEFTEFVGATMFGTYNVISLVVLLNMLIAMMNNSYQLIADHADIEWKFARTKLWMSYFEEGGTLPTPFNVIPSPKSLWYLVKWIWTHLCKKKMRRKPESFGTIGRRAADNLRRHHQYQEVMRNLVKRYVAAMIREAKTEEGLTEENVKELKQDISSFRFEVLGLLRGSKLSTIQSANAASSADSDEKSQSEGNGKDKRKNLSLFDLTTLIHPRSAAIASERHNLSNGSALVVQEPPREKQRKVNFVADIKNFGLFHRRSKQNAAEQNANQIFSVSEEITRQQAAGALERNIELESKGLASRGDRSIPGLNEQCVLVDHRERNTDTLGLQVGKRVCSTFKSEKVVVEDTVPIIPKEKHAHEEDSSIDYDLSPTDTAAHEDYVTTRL
TRPC4 agonist = activators of mouse TRPC4 channel | HEK293 TRPC4beta/mu-opioid, Fluo4 calcium fluorescence; hits give high values | B-score at 10 µM | actives 0.49% (n = 310,000) | AID 2237;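 active = B-score above 5 SD of library B-scores, and initial fluorescence ratio not above library mean plus 5 SD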;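 note: positive B-score marks a calcium rise read as TRPC4 activation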
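Material: HEK293 stable line with TRPC4beta plus mu-opioid receptor; technique: Fluo4 calcium-sensitive dye fluorescence, kinetic, 1 Hz baseline; timing: Fluo4 dye loading 45 min at room temperature, 110 s recording; controls: assay buffer as low control, maximal DAMGO as high control; read-out: integrated baseline-normalised fluorescence ratio, converted to per-well B score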
MrgX1 agonist = agonists of human MrgX1 receptor; MrgX1-HEK293 cells, Fluo-4 calcium fluorescence, agonist mode; hits give high values; actives 0.44% (n = 310,000); AID 588627; B-score at 10 µM;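 active = calcium response B-score plate-corrected fluorescence ratio at least 3 library SD, with starting fluorescence B-score inside 5 SD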
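times = overnight plating, then 30 min 37 °C plus 30 min room-temperature dye loading | assay system = stable human MrgX1 HEK293 cell line | input = fifteen thousand cells per well | signal = kinetic calcium dye fluorescence, Fluo-4 NW | dosing = compound delivered in addition one of three | read-out = B-scored fluorescence response ratio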
TRPC4 block = TRPC4 (mouse) channel inhibition; HEK293 TRPC4beta/mu-opioid, DAMGO-evoked Fluo4 calcium flux; hits give low values; B-score at 10 µM; actives 0.39% (n = 300,000); AID 2247;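 active = B-score over 3 SD under the library average, no early fluorescence shift, positive overall ratio signal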
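material = TRPC4beta/mu-opioid receptor HEK293 cell line | probe or stimulus = sequential submaximal and maximal DAMGO stimulation | compound dosing = one concentration per compound | measured by = Fluo4 Ca2+ flux fluorescence | evaluation = integrated fluorescence ratio relative to baseline, converted to per-well B score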
TMEM16A act = activators or potentiators of mouse TMEM16A chloride channel; Q8BHY3; HEK293 TMEM16A/YFP-H148Q/I152L, iodide quench fluorescence; hits give low values; B-score at 10 µM; actives 0.3% (n = 340,000); AID 623877;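 active = fluorescence-ratio B-score plate-corrected deviation score at least 3 library SD below zero, with starting fluorescence score within 5 deviations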;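 note: channel opened by trigger with iodide after compound preincubation; score built on the fluorescence ratio of max minus min over baseline; more negative score means more quench and so TMEM16A activation or potentiation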
TRPC6 activator = activators of mouse TRPC6 channel. actives 0.13% (n = 310,000). B-score at 10 µM. AID 2550. HEK293-TRPC6 membrane potential dye fluorescence; hits give high values;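 active = B-score of the integrated fluorescence ratio above library mean plus 3 SD, and starting fluorescence ratio within library mean plus 5 SD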;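 note: higher score means more depolarization so channel activation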
SKKanGAS inh = inhibitors of SKKanGAS S. pyogenes growth in kanamycin (SK-promoter or general growth effect) | BacTiter-Glo, 6 h | inhibition, % at 7.5 µM | actives 1.3% (n = 300,000) | AID 1662;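 active = mean replicate score, as percent of positive control median, at least 50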;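 note: strain carries kanamycin resistance gene driven by streptokinase promoter and grows in 40 µg/ml kanamycin; loss of luminescence reflects streptokinase promoter inhibition or plain growth inhibition; 0% = median of DMSO wells and 100% = positive control at its reference dose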
Active calls of the source: *; i = inactive; nt = not tested or not shown.

molecule | ANO1 block | MrgX1 PAM | MrgX1 antagonist | MrgX1 agonist | TMEM16A act | TRPC4 block | TRPC4 agonist | TRPC6 inhibitor | SKKanGAS inh | TRPC6 activator | TRPC4 potent
S=C(NCCN1CCOCC1)NC1CCCC1 | i | i | i | i | i | i | i | i | -9 | i | i
CN(C)c1cc[n+](CCC(=O)Nc2cccc([N+](=O)[O-])c2N)cc1 | i | i | i | i | i | i | i | i | -2 | i | i
Cc1ccc(C)c(N2CN(CCC3=CCCCC3)CNC2=S)c1 | i | i | i | i | i | i | i | i | -2 | i | i
CCOC(=O)C1CCN(CC(C)(C)NS(=O)(=O)c2ccc(C)cc2)CC1 | i | i | i | i | i | i | i | i | -3 | i | i
Cc1ccc(SCc2[nH]nc3c2C(c2ccc(C)o2)C(C#N)=C(N)O3)cc1 (stereo not given) | i | i | i | i | i | i | i | i | nt | i | i
COc1ccc(CCNCc2c(-c3ccccc3)n(C)c3ccccc23)cc1 | i | i | i | i | i | i | i | i | 4 | i | i
COc1cc(C(C)=O)ccc1Oc1ncnc2c1cnn2-c1cccc(Cl)c1 | i | i | i | i | i | i | i | i | 3 | i | i
CCOc1ccccc1NC(=O)c1cc(S(=O)(=O)NCc2ccco2)ccc1F | i | i | i | i | i | i | i | i | -11 | i | i
CCOC(=O)C(Cc1ccccc1)NC(=O)CCc1c(C)nc2nc(C)nn2c1C (stereo not given) | i | i | i | i | i | i | i | i | -5 | i | i
COC(=O)c1cc(C#N)c(OC(C)C)nc1C | i | i | i | i | i | i | i | i | 5 | i | i
C=C(C)C1CC=C(C)/C(=N/NC(=O)COc2ccc(Cl)cc2)C1 (stereo not given) | i | i | i | i | i | i | i | i | 2 | i | i
COc1ccc(NC(=S)NCCc2ccccc2)c(OC)c1 | i | i | i | i | i | i | i | i | -3 | i | i
Cc1csc(NC(=O)CCCC(=O)O)c1-c1nc2ccccc2s1 | i | i | i | i | i | i | i | i | 13 | i | i
CCOC(=O)C1=C(C)N(CCCCCC(=O)O)C(=O)NC1c1ccccc1Cl (stereo not given) | i | i | i | i | i | i | i | i | 8 | i | i
COc1cccc(N2CCN(C(=O)c3cccc(N4C(=O)NC5CC4(C)Oc4c(OC)cccc45)c3)CC2)c1 (stereo not given) | i | i | i | i | i | i | i | i | -7 | i | i
Cc1cccc(OCCOC(=O)c2c(-c3ccccc3)noc2C)c1 | i | i | i | i | i | i | i | i | -13 | i | i
CCC(C)n1c(SCC(=O)NCc2ccco2)nnc1-c1cccc(S(=O)(=O)N2CCOCC2)c1 (stereo not given) | i | i | i | i | i | i | i | i | 3 | i | i
COc1ccc(C(=O)NC(=S)Nc2ccccc2N2CCCCC2)cc1[N+](=O)[O-] | i | i | i | i | i | i | i | i | 9 | i | i
COc1ccc(OC)c(NC(=O)c2nnn(CCc3ccccc3)c2N)c1 | i | i | i | i | i | i | i | i | -19 | i | i
O=C1CCc2cc(S(=O)(=O)NCCC(=O)NC3CCCCC3)ccc2N1 | i | i | i | i | i | i | i | i | -11 | i | i
O=[N+]([O-])c1ccc(NCc2ccccc2)nc1 | i | i | i | i | i | i | i | i | -5 | i | i
Cc1cc(N2CCN(C(=O)Nc3ccccc3C#N)CC2)c2ccccc2n1 | i | i | i | i | i | i | i | -6.7* | 2 | i | i
Cn1c(SCC(=O)NC2CCCCC2)nnc1-c1cc2cc(Cl)ccc2o1 | i | i | i | i | i | i | i | i | 2 | i | i
Fc1ccccc1CN1CCCN(C(=S)Nc2cccc(Cl)c2)C1 | i | i | i | i | i | i | i | i | 3 | i | i
CC(C)(C)OC(=O)COc1ccc(/C=N/NC(=O)CN2CCCCC2)cc1 | nt | nt | nt | nt | i | i | i | i | -3 | i | i
FC(F)Oc1ccc(NC(=S)N2CCN(Cc3ccccc3)CC2)cc1 | i | i | i | i | i | i | i | i | -8 | i | i
CCc1cc2c(=O)n3c(nc2s1)-c1[nH]c2ccc(OC)cc2c1CC3 | i | i | i | i | i | i | i | i | -3 | i | i
Cc1ccc(C2=NN(C(=O)CNCCO)C(c3cccs3)C2)cc1 (stereo not given) | i | i | i | i | i | i | i | i | 1 | i | i
COc1ccccc1N(CC(O)CN(c1ccccc1)S(C)(=O)=O)S(=O)(=O)c1ccccc1 (stereo not given) | i | i | i | i | i | i | i | i | 1 | i | i
O=C(N/N=C1\CCCc2ccccc21)C(O)c1ccccc1 (stereo not given) | i | i | i | i | i | i | i | i | -8 | i | i
Cc1ccnc(NC(=O)c2ccc(COc3ccc(Cl)cc3)o2)c1 | i | i | i | i | -10* | i | i | i | 6 | i | i
Cc1cc(Br)ccc1NC(=O)CN(C)C(=O)c1cc(S(=O)(=O)N(C)C)ccc1N1CCCC1 | i | i | i | i | i | i | i | i | -5 | i | i
Nc1nc(-c2ccco2)nn1C(=O)CCc1ccccc1 | i | i | i | i | i | i | i | i | 2 | i | i
CCOc1ccccc1NC(=O)N1CCCC1C(=O)NCc1cccs1 (stereo not given) | i | i | i | i | i | i | i | i | 6 | i | i
CC1CCCC(C)N1C(=O)COc1ccc(C(=O)N/N=C/c2ccc(C(=O)O)cc2)cc1 (stereo not given) | i | i | i | i | i | i | i | i | -15 | i | i
CCCC(C(=O)N(C)CC(=O)Nc1ccc(N2CCOCC2)cc1)c1ccccc1 (stereo not given) | i | i | i | i | i | i | i | i | -3 | i | i
Cc1cccc(C(=O)NNC(=O)c2ccco2)c1 | i | i | i | i | i | i | i | i | 3 | i | i
O=C1C2C3C=CC(C3=C3CCCCC3)C2C(=O)N1c1ccccc1 (stereo not given) | i | i | i | i | i | i | i | i | -4 | i | i
COCCCNC(=S)Nc1ccccc1C | i | i | i | i | i | i | i | i | -1 | i | i
COc1ccc(/C=N/N(c2ccccc2)c2ccccc2)cc1O | i | i | i | i | i | i | i | i | 4 | i | i
COC(=O)c1c(-c2ccc(C(C)(C)C)cc2)csc1NC(=O)C1C2CCC(O2)C1C(=O)O (stereo not given) | i | i | i | i | i | i | i | i | 25 | i | i
Cc1nnsc1C(=O)NNS(=O)(=O)c1cc(C(F)(F)F)cc(C(F)(F)F)c1 | i | i | i | i | i | i | i | i | -1 | i | i
COc1ccc(NC2CCCN(C(=O)c3cccnc3)C2)cc1 (stereo not given) | i | i | i | i | i | i | i | i | -4 | i | i
Cn1cc([N+](=O)[O-])c(C(=O)Nc2ccn(C34CC5CC(CC(C5)C3)C4)n2)n1 | i | i | i | i | i | i | i | i | -12 | i | i
CC(C)(C)N(CC#CCC(O)(c1ccccc1)c1ccccc1)CCO | i | i | i | i | i | i | i | i | 4 | i | i
COc1ccc(CN2C3CCCC2CC(NC(=O)Nc2ccccc2C)C3)cc1 (stereo not given) | i | i | i | i | i | i | i | i | -3 | i | i
Cc1ccc(S(=O)(=O)N(C)C)cc1NC(=S)NNC(=O)C1CC1 | i | i | i | i | i | i | i | i | -5 | i | i
N#Cc1ccc(CSc2nnc(-c3ccccn3)n2-c2ccccc2)cc1 | i | i | i | i | i | i | i | i | -3 | i | i
C=CCn1c(=O)c(C(=O)Nc2ccccc2C)c(O)c2ccccc21 | nt | nt | nt | nt | i | i | i | i | 2 | i | i
CN(C)C1=NCCN1CC1CCCCC1 | i | i | i | i | i | nt | nt | nt | nt | nt | nt
CC(C)NC(=O)c1ccc(S(=O)(=O)N(C)C)cc1 | i | i | i | i | i | i | i | i | 6 | i | i
O=C(CCN1CCOCC1)Nc1ccc2c(c1)N(C(=O)CN1CCOCC1)c1ccccc1CC2 | i | i | i | i | i | i | i | i | -2 | i | i
Cc1nc2c(c(N3CCOCC3)n1)OCC(=O)N2 | i | i | i | i | i | i | i | i | 8 | i | i
CSc1nc(N2CCOCC2)c2c3c(sc2n1)CCCC3 | i | i | i | i | i | -6* | i | i | 8 | i | i
COc1ccc(C(=O)NCC(=O)OCC(=O)Nc2sccc2C#N)cc1OC | i | i | -4.6* | i | i | i | i | i | -1 | i | i
O=c1[nH]c2c(s1)C(c1ccco1)C1C3CCC(C3)C1S2 (stereo not given) | i | i | i | i | i | i | i | i | -5 | i | i
O=C1/C(=C/c2cccnc2)SC(=NCc2ccccc2)N1Cc1ccccc1 | i | i | i | i | i | i | i | i | 54* | i | i
COc1cc(-c2nnn(Cc3ccccc3C)n2)cc(OC)c1OC | i | i | i | i | i | i | i | i | 16 | i | i
Cc1nn(C)c(C)c1CS(=O)(=O)c1ccccc1 | i | i | i | i | i | i | i | i | -1 | i | i
CNC(=O)NC(=O)C(C)OC(=O)c1ccc(Cl)c(S(=O)(=O)Nc2ccc(F)cc2)c1 (stereo not given) | i | i | i | i | i | i | i | i | 5 | i | i
O=C(NCCN1C(=O)S/C(=C\c2ccc(F)cc2)C1=O)C1CCN(S(=O)(=O)c2cccs2)CC1 | i | i | i | i | i | i | i | i | 4 | i | i
O=C(NCC1CCCO1)C1CC(c2ccc(Cl)c(Cl)c2)=NO1 (stereo not given) | i | i | i | i | i | i | i | i | -3 | i | i
Cc1nn(CCCC(=O)Nc2cc(Oc3ccc(F)cc3)cc([N+](=O)[O-])c2)c(C)c1[N+](=O)[O-] | i | i | i | i | i | i | i | i | 14 | i | i

Whole records as entered above. Order of values: ANO1 block, MrgX1 PAM, MrgX1 antagonist, MrgX1 agonist, TMEM16A act, TRPC4 block, TRPC4 agonist, TRPC6 inhibitor, SKKanGAS inh, TRPC6 activator, TRPC4 potent
`CNC(=O)NC(=O)C(C)OC(=O)c1ccc(Cl)c(S(=O)(=O)Nc2ccc(F)cc2)c1` (stereo not given) reads i, i, i, i, i, i, i, i, 5, i, i
`O=C1/C(=C/c2cccnc2)SC(=NCc2ccccc2)N1Cc1ccccc1` reads i, i, i, i, i, i, i, i, 54*, i, i
